Compound activity (PubChem)
EPAC1 antagonist: qHTS for Antagonist of cAMP-regulated guanine nucleotide exchange factor 3 (EPAC1): primary screen; Rap guanine nucleotide exchange factor 3 (Homo sapiens), O95398; EPAC1 GEF assay, Rap1b-BODIPY-GDP exchange fluorescence; Potency, µM (highest dose often 115 µM), for inactives: top-dose activity change, negative = inhibition, usual class: inhibitors; 360,000 compounds, 0.14% hits; AID 720709, 2013;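 also: potency is read from the fitted curve at half-maximal effect; plate controls were vehicle for no effect and positive control for full effect; nearly all actives have a fitted effect of over 50% in size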
Target sequence (O95398 whole entry, looked up): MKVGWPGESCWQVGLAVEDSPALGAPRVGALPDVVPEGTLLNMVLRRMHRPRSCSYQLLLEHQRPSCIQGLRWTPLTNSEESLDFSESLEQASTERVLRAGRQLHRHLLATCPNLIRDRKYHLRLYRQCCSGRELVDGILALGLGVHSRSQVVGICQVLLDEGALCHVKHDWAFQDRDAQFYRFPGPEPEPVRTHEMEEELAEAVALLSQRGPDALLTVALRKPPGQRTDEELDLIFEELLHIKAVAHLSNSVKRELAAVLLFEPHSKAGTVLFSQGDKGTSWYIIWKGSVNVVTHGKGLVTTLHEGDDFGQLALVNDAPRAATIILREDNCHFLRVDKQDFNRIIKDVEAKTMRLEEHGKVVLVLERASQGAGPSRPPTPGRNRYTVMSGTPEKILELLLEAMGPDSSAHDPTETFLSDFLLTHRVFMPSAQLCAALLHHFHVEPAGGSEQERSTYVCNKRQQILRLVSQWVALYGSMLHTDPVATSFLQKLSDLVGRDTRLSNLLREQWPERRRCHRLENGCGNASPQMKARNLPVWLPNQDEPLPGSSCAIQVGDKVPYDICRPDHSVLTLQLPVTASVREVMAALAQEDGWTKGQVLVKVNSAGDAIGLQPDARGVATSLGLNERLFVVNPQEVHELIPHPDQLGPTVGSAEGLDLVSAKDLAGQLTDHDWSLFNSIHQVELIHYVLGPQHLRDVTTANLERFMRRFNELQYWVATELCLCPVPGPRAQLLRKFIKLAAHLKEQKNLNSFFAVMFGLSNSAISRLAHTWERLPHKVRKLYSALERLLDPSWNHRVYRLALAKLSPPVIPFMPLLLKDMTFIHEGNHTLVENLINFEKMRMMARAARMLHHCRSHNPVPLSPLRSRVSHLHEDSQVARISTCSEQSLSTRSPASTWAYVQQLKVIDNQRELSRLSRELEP
WRN inhibitor: qHTS for Inhibitors of WRN Helicase. Bifunctional 3'-5' exonuclease/ATP-dependent helicase WRN (Homo sapiens), Q14191. WRN helicase unwinding, fluorescent forked duplex, kinetic. Potency, µM (series often up to 114 µM), for inactives: at the top dose activity change, negative = inhibition, actives largely listed as inhibitors. 360,000 compounds, 0.46% hits. AID 651768, 2012; also: potency is read from the fitted curve at half-maximal effect; % is scaled to controls: 0 for no effect and ±100 for the full control effect; nearly all actives have a fitted effect of over 55% in size
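Enzyme (20 nM final) and test compound sit together 15 min at room temperature before substrate addition. Substrate is a single-forked duplex oligonucleotide (100 nM) labelled with fluorophore and quencher, with 2 mM ATP; helicase unwinding raises red fluorescence, read kinetically.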
CCT chaperon mod: High-Throughput Screening for Modulators of Cytosolic Chaperonin Activity; purified chaperonin ATPase assay, HTRF ADP detection, 30 min; activity change, % (no concentration beside the values), hits read low; 360,000 compounds, 0.3% hits; AID 651819, 2012; in the data active = activity change below about -30%; also: % is scaled to controls: 0 for no effect and ±100 for the full control effect
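Nucleotide hydrolysis assay: TRiC at 20–40 nM final (set by batch activity) with 10 uM ATP, 30 min at 37 °C, in presence of 76 uM compound. Detection by competitive ADP HTRF, 30 min ambient.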
EPAC1 agonist: qHTS for Agonist of cAMP-regulated guanine nucleotide exchange factor 3 (EPAC1): primary screen; EPAC1 agonist qHTS, biochemical assay; response scale: 100% = response to 6.5 mM cAMP; Potency, µM (highest dose often 154 µM), without a hit: top-dose activation, most hits filed as activators; 360,000 compounds, 0.073% hits; also: potency is read from the fitted curve at half-maximal effect; nearly all actives have a fitted effect of over 60% in size
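Nucleotide exchange assay: 100 nM EPAC1 with 250 nM Rap1B loaded with BODIPY-GDP and 50 uM GDP, room temperature. Fluorescence (480/540 nm) read every 5 min for 30 min; signal change normalized to 6.5 mM cAMP as full agonist.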
MmCpn inh: Inhibitors of TCP-1 ring complex (TRiC) of Methanococcus maripaludis (MmCpn): qHTS | Chaperonin Mm-Cpn (Methanococcus maripaludis) | Potency, µM (top dose mostly 76.9 µM), for inactives: at the highest dose activity, negative = inhibition, actives largely listed as inhibitors | 330,000 compounds, 0.031% hits | AID 504842, 2011 | purified Mm-Cpn ATPase, ADP Transcreener TR-FRET; also: potency is read from the fitted curve at half-maximal effect; % is scaled to controls: 0 for no effect and ±100 for the full control effect; nearly all actives have a fitted effect of over 80% in size
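ATPase read-out: TR-FRET ADP immunoassay (anti-ADP Eu cryptate vs ADP-d2), ex 320 nm, em 590/665 nm; signal drops as ADP forms. Enzyme 25 nM, ATP 10 uM, 30 min at 37°C after 10 min compound preincubation.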
PI5P4K alpha inh: qHTS for Inhibitors of phosphatidylinositol 5-phosphate 4-kinase (PI5P4K); Phosphatidylinositol 5-phosphate 4-kinase type-2 alpha (Homo sapiens), P48426; PI5P4Kalpha enzyme, ADP-Glo luminescence, 60 min; hits give low values; max response, %; 330,000 compounds, 1.2% hits; AID 652105, 2013; active = max response of -50% or lower; inconclusive = between -30% and -50%; inactive = -30% or higher; also: value at the top dose of about 77 µM; % is scaled to controls: 0 for no effect and ±100 for the full control effect
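ADP-Glo luminescence end-point read after a 60 min room-temperature kinase reaction of PI5P4Kalpha plus substrate, initiated with ATP at 5 microM final. Buffer: 0.038 M HEPES pH 7.4, EGTA, 0.1% CHAPS, 5% DMSO.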
EPAC2 antagonist: qHTS for Antagonist of cAMP-regulated guanine nucleotide exchange factor 2 (EPAC2): primary screen. AID 720708, 2013. EPAC2 GEF exchange of Rap1B-BODIPY-GDP, fluorescence. 360,000 compounds, 0.18% hits. Rap guanine nucleotide exchange factor 4 (Homo sapiens), Q8WZA2. Potency, µM (top dose mostly 114 µM), for inactives: at the highest dose activity, negative = inhibition, hits mostly inhibitors; also: potency is read from the fitted curve at half-maximal effect; % is scaled to controls: 0 for no effect and ±100 for the full control effect; nearly all actives have a fitted effect of over 45% in size; many of its hits are not listed in these tables
PLK1 PBD inh: qHTS for Inhibitors of PLK1-PDB (polo-like kinase 1 - polo-box domain): Primary Screen | Plk1 PBD binding of FITC phosphopeptide, fluorescence polarization | Potency, µM, for inactives: max response, negative = inhibition, usual class: inhibitors | 360,000 compounds, 2.8% hits | AID 720504, 2013; also: potency is read from the fitted curve at half-maximal effect; series mostly up to about 57 µM; % is scaled to controls: 0 for no effect and ±100 for the full control effect; nearly all actives have a fitted effect of over 65% in size
* marks the source's active call; other numbers are inactive results; u = inconclusive; x = not tested or not shown; [ ] = dose if it differs, or a comment. Unless noted, calls follow the shape of the dose curve; as a rule, active = well fitted curve in the direction sought with a large enough effect; inconclusive = small, poorly fitted or top-dose-only effect, or another doubt; inactive = no such curve, though single readings can be large; an effect the other way counts as inactive or inconclusive.

SMILES	EPAC1 antagonist	WRN inhibitor	CCT chaperon mod	EPAC1 agonist	MmCpn inh	PI5P4K alpha inh	EPAC2 antagonist	PLK1 PBD inh
Cc1cc(C)cc(NC(=O)c2ccc(NC(=O)C3C4CC5OC(=O)C3C5C4)cc2)c1 (stereo not drawn)	2%	-11%	-2.1	-1%	0%	4	-3%	-4%
NS(=O)(=O)c1ccc(CNC(=O)Cc2ccsc2)cc1	12%	7%	-5.0	5%	x	3	-2%	-6%
O=C(CCSc1ccc(Cl)cc1)N1CCOCC1	2%	3%	-2.3	8%	-2%	3	0%	-21%
O=C(C1CCCN(Cc2cccs2)C1)N1CCCCCC1 (stereo not drawn)	26%	-14%	1.4	-5%	0%	-3	17%	2%
S=C(c1ccc(Br)cc1)N1CCN(Cc2ccccc2)CC1	-1%	-7%	0.9	10%	1%	x	-2%	6.7µM*
O=C(Nc1ccc(F)cc1)c1cc(S(=O)(=O)N2CCCCC2)cs1	-2%	3%	-2.1	14%	0%	-2	-3%	1%
CC(C)c1cc(C(=O)N2CCCC(CCC(=O)N3CCN(c4ccccn4)CC3)C2)no1 (stereo not drawn)	3%	-3%	-0.6	0%	-2%	1	-1%	0%
CCCCCN(C(=O)CCC(=O)OCC(=O)N(C)Cc1ccc(C)cc1)c1c(N)n(CCCC)c(=O)[nH]c1=O	-7%	-5%	0.1	-12%	-1%	0	-11%	-4%
O=C(N/N=C/c1ccc(O)c(O)c1)NC12CC3CC(CC(C3)C1)C2	-27%	-2%	1.6	5%	0%	-6	0%	-9%
CSc1sc(C(=O)N2CCc3ccccc32)cc1S(=O)(=O)C(C)C	-2%	-3%	-0.4	-11%	-3%	-3	8%	0%
CC(=O)c1ccc(OCC(=O)N(C)C2CCS(=O)(=O)C2)cc1 (stereo not drawn)	-6%	3%	1.6	3%	x	-14	-19%	-5%
CN1C(=O)N(C)c2cccc3cccc1c23	3%	3%	-3.8	0%	0%	-2	1%	1%
O=C(NC1CCCCCC1)c1c(O)nc2sccn2c1=O	7%	-9%	0.3	5%	1%	8	0%	-8%
COc1ccc(CNC(=O)c2cc(COc3c(F)cccc3F)on2)cc1OC	-8%	0%	0.9	8%	-3%	8	-12%	3%
O=C(c1ccccc1Nc1ccc(SC(F)F)cc1)N1CCCCC1	-22%	2%	-0.4	23%	1%	-1	-9%	-7%
Cc1cnc(C(=O)OC(C)C(=O)Nc2ccccc2-c2ccccc2)cn1 (stereo not drawn)	-9%	5%	-1.2	12%	-1%	-10	0%	-6%
O=C(Nc1nnc(CC(=O)N2CCOCC2)s1)C1COc2ccccc2O1 (stereo not drawn)	8%	-6%	-1.9	3%	-1%	7	-2%	-7%
Cc1cc(Nc2ccccc2Cl)n2nnnc2n1	-3%	0%	-2.1	4%	1%	2	2%	-8%
COc1cc(C(=O)COC(=O)c2cccs2)cc(OC)c1OC	0%	-31%	-2.2	14%	-1%	3	-10%	-5%
O=C(Nc1ccc2c(c1)OCO2)c1ccc(Br)c(S(=O)(=O)N2CCCC2)c1	u	-19%	-0.1	1%	-2%	1	-16%	-1%
CCc1cccc(NS(=O)(=O)c2ccc3c(c2)NC(=O)C(C)S3)c1 (stereo not drawn)	-11%	6%	-0.4	1%	u	-5	-11%	-3%
CC(C)N1C(=O)c2ccccc2C1C(=O)NC1CCCCCC1 (stereo not drawn)	-12%	-10%	0.0	5%	3%	x	-5%	0%
O=C(Nc1ccc(S(=O)(=O)N2CCCC2)cc1)c1cccnc1	-2%	-4%	-0.8	7%	2%	-12	-2%	0%
Cc1ccc(/C=N/NC(=O)c2cccc([N+](=O)[O-])c2)o1	0%	-9%	-0.1	0%	0%	-2	4%	-2%
O=C(Cn1c(=O)[nH]c2ccccc2c1=O)Nc1ccc2c(c1)OCO2	12%	0%	-2.1	3%	-4%	-3	-2%	-11%

The final two records of the section above are carried over, then new ones follow.
SMILES	EPAC1 antagonist	WRN inhibitor	CCT chaperon mod	EPAC1 agonist	MmCpn inh	PI5P4K alpha inh	EPAC2 antagonist	PLK1 PBD inh
Cc1ccc(/C=N/NC(=O)c2cccc([N+](=O)[O-])c2)o1	0%	-9%	-0.1	0%	0%	-2	4%	-2%
O=C(Cn1c(=O)[nH]c2ccccc2c1=O)Nc1ccc2c(c1)OCO2	12%	0%	-2.1	3%	-4%	-3	-2%	-11%
COc1ccc([N+](=O)[O-])cc1NC(=O)c1cn(-c2ccc(C)c(C)c2)c(=O)c2ccccc12	7%	-21%	-6.1	3%	u	22	9%	0%
C=CCN1C=CC(=CC=C(C#N)C#N)C=C1	-20%	5%	0.9	8%	-25%	-6	-18%	91%[activator]
COc1ccc(-c2cc3ccccc3n2CC(O)CNCCO)cc1 (stereo not drawn)	1%	9%	-1.4	-3%	-2%	-4	4%	-4%
COCCNC(=O)c1c[nH]c2cc(OC)c(OC)cc2c1=O	-3%	1%	-0.3	-5%	0%	9	3%	-5%
Nc1ccnn1-c1ccccc1	-11%	3%	-0.5	-6%	u	-1	-6%	-4%
Cc1cccc2c(C(=O)Nn3cnnc3)cc(-c3ccccc3Cl)nc12	-7%	-3%	0.3	1%	-1%	-26	1%	-16%
CCCOc1ccc(N2C(=O)CC(N(CCc3ccc(S(N)(=O)=O)cc3)C(C)=O)C2=O)cc1 (stereo not drawn)	0%	2%	0.2	4%	0%	x	1%	-1%
Cc1ccc(N(C)S(=O)(=O)c2cccc(C(=O)NNC(=O)c3ccncc3)c2)cc1	11%	4%	-1.0	-7%	-1%	4	-17%	-18%
C[C@H](CO)N1C[C@H](C)[C@@H](CN(C)C(=O)c2ccccc2)OCc2cnnn2CCCC1=O	0%	3%	-2.1	3%	x	0	1%	-4%
CCOC(=O)N1CCN(S(=O)(=O)c2ccc(OC)c(Cl)c2Cl)CC1	-4%	-7%	-1.6	10%	0%	4	4%	-6%
CC(C)CC(NC(=O)C1CCCCC1)C(=O)N1CCN(c2ccccn2)CC1 (stereo not drawn)	15%	5%	-4.7	8%	0%	x	4%	-7%
COC(=O)c1ccccc1SCc1csc(C)n1	-9%	-2%	-0.7	-2%	0%	5	-1%	-6%
C[C@@H]1CN([C@H](C)CO)C(=O)c2cc(-c3ccc(C(=O)N(C)C)cc3)cnc2O[C@@H]1CN(C)C(=O)c1cccnc1	-9%	-1%	0.1	5%	x	3	4%	-10%
CC(=O)NCCc1ccc(S(=O)(=O)Nc2ccc(NC(=O)c3ccc(F)cc3)cc2)cc1	14%	-7%	-1.0	0%	2%	-4	1%	-4%
O=C(CN(C(=O)c1csnn1)c1cccc(C(F)(F)F)c1)NCCc1ccccc1	-6%	-5%[57.1 µM]	-1.9	-2%	u	5	2%	2%
Cc1ccc2nc(N3CCN(C(=O)c4ccco4)CC3)sc2c1	-5%	-11%	-0.4	5%	0%	11	1%	0%
Cc1nnc(C)n1/N=C/c1ccc(C(=O)O)cc1	4%	3%	-0.5	8%	-1%	0	-2%[57.1 µM]	2%
CC(C)CN1C(=O)NC(NC(=O)c2cccnc2)(C(F)(F)F)C1=O (stereo not drawn)	12%	1%	2.2	0%	-4%	x	6%	-3%
Cc1nn(-c2ccccc2)nc1CNC(=O)C(C)Cc1ccccc1 (stereo not drawn)	13%	-5%	-2.3	1%	-2%	2	19%	-6%
C=C(C)Cn1c(N2CCCC2)nc2c1c(=O)[nH]c(=O)n2C	-5%	2%	0.3	-7%	-1%	-3	5%	3%
Cc1cccc(NC(=O)c2cccnc2)c1	-5%	-4%[57.1 µM]	-1.9	2%	-19%	-17	2%	0%
COCCNC(=O)C(c1cccs1)N(C(=O)Cn1nnc2ccccc21)c1cccc(C(C)=O)c1 (stereo not drawn)	9%	14%	0.9	-4%	0%	-16	9%	-6%
Cc1sc2nc(SCC(=O)Nc3c(C)n(C)n(-c4ccccc4)c3=O)n(C)c(=O)c2c1C	0%	-15%	-1.0	14%	-1%	x	-3%	-15%
O=C(NC1CCc2ccccc21)c1cc(COc2ccc(F)cc2F)on1 (stereo not drawn)	-6%	-1%	-1.4	-2%	0%	-7	-7%	-3%
O=C(NC1CCCCC1)N(C1=NCCCCC1)c1ccc(Br)cc1	1%	5%	1.7	-6%	-3%	4	15%	1%
(more compounds)
SMILES	EPAC1 antagonist	WRN inhibitor	CCT chaperon mod	EPAC1 agonist	MmCpn inh	PI5P4K alpha inh	EPAC2 antagonist	PLK1 PBD inh
CCOC(=O)C1CCCN(C(=O)c2ccccc2[N+](=O)[O-])C1 (stereo not drawn)	-4%	7%	-2.7	1%	-1%	5	0%	-4%
CC(=O)c1cccc(NC(=S)N2CCN(S(C)(=O)=O)CC2)c1	-7%	-23%	-0.3	-22%	4%	-8	-16%	u
Cc1ccc(NC(=O)/C=C/c2ccco2)nc1	8%	-25%	-1.7	-5%	-1%	-27	16%	-3%
c1ccc(Cc2nc3ccccc3s2)cc1	-8%	-4%	0.4	0%	x	-17	-25%	u
O=C(CN1CCN(C(=O)C2CCN(C(=O)/C=C/c3ccccc3)CC2)CC1)Nc1ccc(F)cc1	0%	7%	-0.3	6%	x	2	3%	-1%
O=C(CN1C(=O)c2ccccc2S1(=O)=O)Nc1ncccn1	-27%	-8%	-2.4	5%	-4%	3	-3%	-5%
Cc1ccccc1S(=O)(=O)NC(=O)C1(C)CCN1C(=O)Cc1ccc(C(C)(C)C)cc1 (stereo not drawn)	0%	-4%	0.4	3%	x	3	3%	2%
CCOc1ccc(NC(=O)c2ccc(CSc3nnc(C)s3)cc2)cc1	8%	4%	-0.8	-11%	-7%	1	16%	-4%
Oc1ccc(C(=S)N2CCCCCC2)cc1	-9%	-4%	-2.1	10%	1%	-9	-3%	u

Not all compounds are listed; rates above refer to the full screens.
